Screens as filed in PubChem.
NCOA2 inhibitor: inhibits human steroid receptor coactivator 2; Q15596; HEK293 GAL4-SRC2 luciferase reporter, luminescence; inhibition, % at 9 µM; 370,000 tested, 0.17% active; AID 651957;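 active = inhibition above the mean inhibition of all tested compounds plus 3 SD, set per campaign, cut at about 52% in these data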;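 also: 0% = DMSO treated cells and 100% = cells given Gossypol at 36 µM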
TROY signal inh: blocks TROY-dependent signaling in reporter cells | Q293 LMP1-TROYcd NF-kB luciferase reporter, 4 h | inhibition, % at 10 µM | 360,000 tested, 0.98% active;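 active = compounds whose plate-normalised and pattern-corrected inhibition of the luciferase reporter signal at the single screening dose is 50% or more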
NCOA3 inh: inhibits human SRC3 coactivator; HEK293 GAL4-SRC3 luciferase reporter, luminescence; inhibition, % at 3.6 µM; 360,000 tested, 0.17% active;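 active = inhibition above a per-campaign cutoff, the mean of all compounds plus 3 SD, cut at about 60% in these data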;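 also: 0% = DMSO-treated cells and 100% = gossypol-treated cells at 36 µM; higher means less SRC3-driven luciferase light from the GAL4 reporter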
Granule exo inh: blocks lytic granule exocytosis; inhibition, % at 10 µM; TALL-104 LAMP-1 surface exposure, flow cytometry; cells stimulated with thapsigargin and PMA; AID 651702; 360,000 tested, 0.66% active;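 active = inhibition above about 55%, limit read from the data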
NOD2 RIPK2 PPI: inhibitors of human NOD2-RIPK2 interaction; 360,000 tested, 0.38% active; O43353; CHO BLA complementation NOD2-RIPK2, CCF4 ratio; inhibition, % at 4.98 µM; in the data active = inhibition above about 21%;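 also: 0% = vehicle only and 100% = reference blocker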
TLR9-MyD88 inh: blocks human TLR9 binding to MyD88 | CHO BLA complementation TLR9-MyD88, CCF4 FRET ratio | inhibition, % at 4.98 µM | 340,000 tested, 0.21% active | AID 504734;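 active = inhibition above the mean over all tested compounds plus 3 SD, cut at about 21% in these data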;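 also: 0% = DMSO only wells and 100% = clavulanate BLA inhibitor control wells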
NCOA1 inh: inhibitors of human steroid receptor coactivator 1 (SRC1); Q15788; HEK293 GAL4-SRC1 luciferase reporter, luminescence; inhibition, % at 3.6 µM; 360,000 tested, 0.12% active;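 active = inhibition above the campaign mean plus 3 SD, with each screening campaign given its own cutoff, cut at about 60% in these data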;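 also: 0% = DMSO treated cells and 100% = gossypol at 36 µM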
LRH-1 inv ag: suppresses constitutive activity of human LRH-1; 360,000 tested, 0.13% active; inhibition, % at 3.6 µM; HEK293T StAR-luciferase reporter, LRH-1 transfected, 24 h; O00482;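 active = inhibition above the mean inhibition of all tested compounds plus 3 SD, cut at about 73% in these data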;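 also: 0% = DMSO wells and 100% = reporter-only cells lacking LRH-1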
NR2F2 inh: blocks human COUP-TFII nuclear receptor | P24468 | HEK293T NGFI-A luciferase reporter, luminescence | inhibition, % at 8.6 µM | 370,000 tested, 0.7% active | AID 686940;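 active = inhibition above a per-plate cutoff, mean inhibition of test wells between control levels plus 3 SD, cut at about 38% in these data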;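 also: cells cotransfected with COUP-TFII expression vector driving the NGFI-A reporter; 0% = median of COUP-TF2 test wells and 100% = reporter-only cells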
ABHD5-PLIN5 inh: blocks binding of human ABHD5 to perilipin-5; Q00G26+Q8WTS1; Split G. princeps luciferase complementation, luminescence, 4 h; inhibition, % at 4 µM; 360,000 tested, 0.78% active; AID 602281;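 active = inhibition above the mean inhibition across every tested compound plus 3 SD, cut at about 22% in these data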;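 also: 0% = DMSO only wells and the 100% control is not disclosed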
TWEAK-Fn14 inh: blocks TWEAK-Fn14 interaction in a reporter cell assay; TWEAK-stimulated Fn14 reporter cells, luciferase luminescence, 8 h; inhibition, % at 10 µM; 360,000 tested, 2% active; in the data active = inhibition above about 50%
An asterisk follows results filed as active; · = not tested or not shown. Not all compounds are listed; count on the stated rates, not on these rows.

#	molecule	NCOA2 inhibitor	TROY signal inh	NCOA3 inh	Granule exo inh	NOD2 RIPK2 PPI	TLR9-MyD88 inh	NCOA1 inh	LRH-1 inv ag	NR2F2 inh	ABHD5-PLIN5 inh	TWEAK-Fn14 inh
1	Cn1nc(-c2ccccc2)c(-c2nc(-c3ccc(Cl)cc3)no2)c1Cl	-12	-1	1	3	2	-8	-18	8	8	3	8
2	COc1ccc(C(=O)NCc2ccccc2)cc1Br	7	-9	-11	-2	-9	-4	9	5	0	2	-3
3	Cc1cc(C(=O)Nc2cccc3ccccc23)c(C)o1	-24	5	-2	3	-11	-2	-12	-22	8	5	21
4	CCc1nc2c(OCc3ccc(OC(F)F)cc3)cccn2c1N(C)C(=O)c1cccs1	-8	0	-3	-5	11	·	-19	-7	14	2	-7
5	Cc1ccc(C(=O)N2CCc3ccccc32)cc1C	-56	-41	-64	-1	-9	1	-93	-30	-7	3	-23
6	CN(C)/C=C/C(=O)c1ccc(Oc2ccccc2)cc1	-26	-12	-104	0	-4	4	-70	17	13	2	17
7	CCc1ccccc1N1CN(Cc2cccnc2)CNC1=S	8	19	1	0	-7	-7	-20	-1	-6	7	-4
8	Cc1cc(C(C)(C)C)ccc1OCCOCCN1CCCC1	-13	6	13	6	-9	-9	7	-7	8	-2	13
9	COc1cccc(/C=C2\SC(=S)N(CCC(=O)N3CCCCC3)C2=O)c1	-9	-2	-12	-1	-2	11	-6	1	-4	0	-9
10	CC(OC(=O)CC1CCCCC1)C(=O)Nc1ccc(S(N)(=O)=O)cc1 (stereo unspecified)	10	10	1	0	-3	-1	-7	-8	-2	7	7
11	Cc1ccccc1C(=O)OCC(=O)N1CC(=O)Nc2ccccc21	17	9	5	-8	-9	-6	-7	-8	9	-1	-2
12	CCN(CC(=O)Nc1c(F)cccc1F)C(=O)Cc1c(C)nc2ccccc2c1C	2	1	-4	1	-11	7	-1	0	-3	-2	-6
13	CCOc1ccc(-n2cc(C(=O)NC(C)C)c3cc(OC)c(OC)cc3c2=O)cc1	-14	2	4	1	-1	6	8	13	-7	1	12
14	CSc1nc(N(C)NC(=O)c2ccccc2)c2ccccc2n1	-15	-2	12	8	10	5	0	32	-16	5	2
15	COc1ccccc1C(=O)O/N=C(\N)c1ccccc1Cl	-63	-65	-60	-2	-3	5	-81	-112	-51	-4	-25
16	C[C@H]1C=C(C(=O)NC2CC2)O[C@@H](OCc2ccc(CO)cc2)C1	-12	-30	-29	5	3	2	-59	-8	-9	0	-6
17	CCN(C(=O)CSc1nnnn1-c1ccccc1OC)C1CCS(=O)(=O)C1 (stereo unspecified)	1	-13	18	0	-21	-12	-17	-3	-19	0	3
18	C=CCn1c(=NC(=O)c2ccc(S(=O)(=O)N3CCCC3)cc2)sc2cc(NC(C)=O)ccc21	-8	-12	20	9	-1	-11	1	23	19	0	10
19	CN(CCCN1CCOCC1)C(=O)c1cc(COc2ccc(F)cc2F)on1	0	-15	-74	15	-5	-14	5	-10	1	0	-8
20	CCOc1ccc(S(=O)(=O)NCCC(=O)NCC(c2ccccc2OC)N2CCCC2)cc1 (stereo unspecified)	11	-3	20	-13	-7	-4	11	-8	5	7	16
21	C[C@@H]1COC(=O)[C@H](NC(=O)OCC2c3ccccc3-c3ccccc32)C/C=C\C[C@@H](CC(=O)N(CCO)Cc2ccccc2)C(=O)N1	·	5	-21	-3	-6	-12	4	12	·	1	8
22	O=C(CCl)N=c1sccn1Cc1cccc2ccccc12	26	-13	16	14	4	6	-10	37	-5	7	48
23	COc1ccc(NC(=O)CN2C(=O)NC(C)(C3CC3)C2=O)c(OC)c1 (stereo unspecified)	18	1	-7	-6	-7	-7	5	3	0	-7	-8
24	CC1CC(C)CN(c2ccc(NS(=O)(=O)c3ccccc3)cc2C(=O)O)C1 (stereo unspecified)	-19	-13	6	-2	2	-7	-23	-8	-8	-2	-6
25	Cn1c(SCc2cccc3ccccc23)nnc1-c1ccco1	22	-23	-4	-5	-5	0	-15	-10	12	4	-22
26	CCOC(=O)N1CCN(C(=O)c2ccc3ccccc3c2)CC1	-38	5	-5	-4	9	-4	3	-13	4	-1	6
27	COC(=O)C1=C(C)N(c2cccc(Cl)c2)C(=O)C1	10	-25	-2	3	-2	3	-4	5	18	5	17
28	O=c1c2ccccc2c(/C=N/c2n[nH]c(CCCO)n2)c(O)n1-c1ccccc1Cl	17	4	1	4	4	10	-2	3	7	-1	-1
29	Cn1c(/C(C#N)=C(\O)c2ccc([N+](=O)[O-])cc2)nc2ccccc21	-19	-1	18	-4	6	1	2	8	9	0	6
30	CCOc1ncccc1C(=O)NCC1COc2ccccc2O1 (stereo unspecified)	-10	4	3	-5	12	-8	8	-11	6	-2	16
31	CCOc1ccc(NC(=O)CN(C)S(=O)(=O)c2ccc3c(c2)CCC(=O)N3)cc1	-16	0	5	0	-7	-2	3	-4	-7	0	6
32	CCc1ccc(NC(=O)C(=O)NCC2CCCN2S(=O)(=O)c2ccccc2)cc1 (stereo unspecified)	-12	-2	12	0	2	-7	-1	11	6	-7	8
33	N#CC1=C(N)n2c(s/c(=C\c3cccs3)c2=O)=C(C#N)C1c1cccs1 (stereo unspecified)	12	-5	15	1	-5	-2	-18	25	19	-5	19
34	N#Cc1cccc(NC(=O)COC(=O)c2cccc(N3C(=O)c4ccccc4C3=O)c2)c1	-11	-8	9	-1	-13	-9	15	5	0	-1	-4
35	O=C(Cn1ccc(NC(=O)OCc2ccccc2)nc1=O)NCc1ccc2[nH]ccc2c1	1	-11	1	-4	4	-7	-12	-21	-3	-1	8
36	O=C(C1CC1)N1N=C(c2ccncc2)CC1(O)C(F)(F)F (stereo unspecified)	6	1	-9	-1	-5	1	-17	9	-7	1	15
37	CCCn1c(SCC(=O)NC)nnc1C(C)C	-19	-2	4	-4	-15	1	17	3	1	-5	-1
38	COC(=O)c1cc2n3ccccc3c(C)c(-c3ccccc3)c-2c1C(=O)OC	10	-14	3	-7	-10	-1	-8	-17	9	9	-1
39	c1ccc2c(c1)CC1(CCCCC1)n1nnnc1-2	-11	0	-41	2	-1	-22	8	20	-1	-1	-11
40	COc1ccc(Oc2ccc(C(F)(F)F)cc2NC(=O)CC(CC(=O)O)c2ccccc2)cc1 (stereo unspecified)	26	5	-28	-2	1	5	-18	5	14	-9	-3
41	COc1ccc(C(=O)N2CC(=O)Nc3ccc(F)cc3C2c2ccccc2)cc1 (stereo unspecified)	-15	-10	-9	3	-5	-9	11	1	11	-7	13
42	O=C(O)Cc1ccc(NS(=O)(=O)c2ccc3c(c2)OCCO3)cc1	-4	2	-1	14	-4	1	-7	-3	-17	1	3
43	Cc1ccc(-n2ncc3c(=O)n(CC(=O)NC4CCCCC4)cnc32)cc1	-3	11	-20	-6	4	3	-7	9	0	-1	-9
44	c1ccc(COn2nnc3ccccc32)c(COn2nnc3ccccc32)c1	-5	25	6	7	-9	-8	0	5	25	-4	1
45	Cc1noc(C)c1COC(=O)c1cc2c(C)nn(-c3ccc(F)cc3)c2s1	19	-4	13	-6	0	-4	-8	-6	-3	6	0
46	CCOC(=O)C1=C(c2ccccc2)NC(SCC(=O)Nc2ccccc2C)=C(C#N)C1c1ccco1 (stereo unspecified)	-2	8	17	-1	1	-8	-3	-2	9	-7	51*
47	C=CCOc1ccc(/C=C/C(=O)OCC(=O)NCCc2ccccc2)cc1	21	1	22	-2	-5	-1	-6	8	11	10	-13
48	CCOc1ccc(CCNC(=O)CS(=O)Cc2nc(-c3ccc(C)cc3)oc2C)cc1 (stereo unspecified)	4	-4	19	2	-3	-3	7	21	4	-2	-3
49	Cc1ccc(NC(=O)C2(C)CCCN(C(C)C)C2)cc1C (stereo unspecified)	-36	4	-13	-3	-6	·	-18	6	-12	6	0
50	Cc1cc(Nc2cccc(Cl)c2)nc(N2CCOCC2)n1	27	91*	3	-7	-2	1	4	7	14	0	92*
51	COc1ccc(CNc2cccc3[nH]c(C(F)(F)F)nc23)cc1	-3	4	-2	-13	-4	-1	7	-7	-10	0	-11
52	COc1ccc(Cl)cc1-n1c(=S)sc2c(=O)[nH]c(SCC(=O)NCCC(C)C)nc21	-18	-1	-11	5	-14	5	-43	7	-11	-1	18
53	Cc1ccc(/C=N/NC(=O)CN2CCN(Cc3ccccc3Cl)CC2)o1	3	-10	14	13	0	3	-27	-10	-3	-9	13
54	COc1ccccc1OCCC(=O)NCc1ccc2c(c1)OCO2	-28	-7	14	-2	8	11	-15	11	9	-1	11
55	CC1CCCC(=NNC(=O)C2COc3ccccc3O2)C1 (stereo unspecified)	-12	15	-4	3	1	-1	-8	9	10	-9	5
56	COc1ccccc1NC(=O)CN(Cc1ccco1)C(=O)c1ccc(Cl)nc1	-9	8	-6	0	-14	-7	7	3	-8	-1	-10
57	CC1CC(C)(C)n2c(O)c(N=NC(N)=S)c3cccc1c32 (stereo unspecified)	-16	9	20	-1	-10	-6	-7	7	-1	1	-13
